Mm-Cpn inhibitor = M. maripaludis TRiC chaperonin inhibition; purified Mm-Cpn ATPase, ADP Transcreener TR-FRET; Potency, µM (series often up to 76.9 µM), without a hit: at the highest dose activity, negative = inhibition, actives largely listed as inhibitors; 330,000 compounds, 0.031% hits; note: potency is the fitted concentration of half-maximal effect; % is set by controls: 0 for no effect and ±100 for the full control effect; nearly all actives have a fitted effect of over 80% in size
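ATPase turnover read by TR-FRET ADP competition (Eu cryptate antibody/ADP-d2, 665/590 nm): 10uM ATP final, 25nM Mm-CPN final, 30 min 37degC after 10-min compound preincubation, pH 7.4 Tris/KCl/MgCl2/DTT buffer.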
EPAC1 antag = blocks human EPAC1 exchange factor; Potency, µM (top dose mostly 115 µM), for inactives: top-dose activity change, negative = inhibition, usual class: inhibitors; EPAC1 GEF assay, Rap1b-BODIPY-GDP exchange fluorescence; O95398; 360,000 compounds, 0.14% hits;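 note: potency is the fitted concentration of half-maximal effect; plate controls were vehicle for no effect and positive control for full effect; nearly all actives have a fitted effect of over 50% in size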
WRN inhibitor = WRN helicase (human) inhibition; Q14191; WRN helicase unwinding, fluorescent forked duplex, kinetic; Potency, µM (titrated, usually from 114 µM), for inactives: at the highest dose activity change, negative = inhibition, usual class: inhibitors; 360,000 compounds, 0.46% hits; note: potency is the fitted concentration of half-maximal effect; % is set by controls: 0 for no effect and ±100 for the full control effect; nearly all actives have a fitted effect of over 55% in size
Target sequence (Q14191 whole entry, looked up): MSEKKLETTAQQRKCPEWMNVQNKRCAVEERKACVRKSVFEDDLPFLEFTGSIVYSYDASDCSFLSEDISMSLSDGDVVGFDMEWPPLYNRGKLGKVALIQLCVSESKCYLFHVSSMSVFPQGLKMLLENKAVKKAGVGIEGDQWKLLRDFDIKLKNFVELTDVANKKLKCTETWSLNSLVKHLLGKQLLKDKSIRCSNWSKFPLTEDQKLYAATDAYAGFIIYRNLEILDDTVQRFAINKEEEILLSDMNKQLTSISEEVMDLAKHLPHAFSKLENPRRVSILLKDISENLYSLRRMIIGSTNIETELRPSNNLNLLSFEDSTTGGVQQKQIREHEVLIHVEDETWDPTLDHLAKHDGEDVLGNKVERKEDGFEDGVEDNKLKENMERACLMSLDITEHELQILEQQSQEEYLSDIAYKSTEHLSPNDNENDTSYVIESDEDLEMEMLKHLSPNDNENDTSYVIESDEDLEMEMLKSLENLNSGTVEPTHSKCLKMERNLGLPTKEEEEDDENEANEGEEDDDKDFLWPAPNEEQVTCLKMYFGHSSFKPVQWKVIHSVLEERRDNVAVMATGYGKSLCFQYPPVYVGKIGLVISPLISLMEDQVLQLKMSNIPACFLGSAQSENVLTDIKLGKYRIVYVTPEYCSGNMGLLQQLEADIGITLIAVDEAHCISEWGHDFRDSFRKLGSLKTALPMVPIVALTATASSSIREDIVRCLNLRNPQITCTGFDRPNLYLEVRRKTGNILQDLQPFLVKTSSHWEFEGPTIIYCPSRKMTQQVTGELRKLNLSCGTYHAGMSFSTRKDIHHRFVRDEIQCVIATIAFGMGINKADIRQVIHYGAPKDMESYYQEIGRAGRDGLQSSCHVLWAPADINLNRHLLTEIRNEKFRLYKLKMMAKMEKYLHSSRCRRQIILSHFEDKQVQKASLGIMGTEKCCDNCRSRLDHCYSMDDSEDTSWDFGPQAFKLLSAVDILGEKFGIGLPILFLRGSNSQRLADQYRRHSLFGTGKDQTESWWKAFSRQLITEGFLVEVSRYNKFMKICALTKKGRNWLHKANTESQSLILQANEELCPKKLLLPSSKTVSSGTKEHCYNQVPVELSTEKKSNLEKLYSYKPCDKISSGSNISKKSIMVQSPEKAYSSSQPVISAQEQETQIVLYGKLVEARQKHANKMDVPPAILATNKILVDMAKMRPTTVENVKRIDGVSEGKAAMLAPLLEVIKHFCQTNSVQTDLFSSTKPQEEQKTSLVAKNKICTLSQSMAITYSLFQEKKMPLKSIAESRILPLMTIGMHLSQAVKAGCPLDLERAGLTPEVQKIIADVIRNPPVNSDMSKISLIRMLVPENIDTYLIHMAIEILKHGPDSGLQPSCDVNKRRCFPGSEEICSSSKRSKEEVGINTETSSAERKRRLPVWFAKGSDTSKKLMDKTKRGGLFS
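Kinetic red-fluorescence monitoring (525/598 nm) tracks WRN helicase activity after 100 nM fluorophore-quencher forked duplex and 2 mM ATP are added to 20 nM enzyme pretreated 15 min at room temperature with compound.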
PI5P4Ka inh = inhibitors of human PI5P4K alpha | P48426 | 330,000 compounds, 1.2% hits | max response, % | AID 652105 | PI5P4Kalpha enzyme, ADP-Glo luminescence, 60 min; active compounds read low; active = max response of -50% or lower; inconclusive = between -30% and -50%; inactive = -30% or higher; note: value at the top dose of about 77 µM; % is set by controls: 0 for no effect and ±100 for the full control effect
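ADP-Glo luminescence end-point read after a 60 min room-temperature kinase reaction of PI5P4Kalpha plus substrate, initiated with ATP at 5 microM final. Buffer: 0.038 M HEPES pH 7.4, EGTA, 0.1% CHAPS, 5% DMSO.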
EPAC2 antagonist = antagonists of human EPAC2; 360,000 compounds, 0.18% hits; Q8WZA2; AID 720708; Potency, µM (top dose mostly 114 µM), for the others: top-dose activity, negative = inhibition, usual class: inhibitors; EPAC2 GEF exchange of Rap1B-BODIPY-GDP, fluorescence; note: potency is the fitted concentration of half-maximal effect; % is set by controls: 0 for no effect and ±100 for the full control effect; nearly all actives have a fitted effect of over 45% in size; many of its hits are not listed in these tables
PLK1 PBD block = blocks phosphopeptide binding to human PLK1 polo-box domain; Potency, µM, for the others: max response, negative = inhibition, hits mostly inhibitors; P53350; AID 720504; 360,000 compounds, 2.8% hits; Plk1 PBD binding of FITC phosphopeptide, fluorescence polarization; note: potency is the fitted concentration of half-maximal effect; series mostly up to about 57 µM; % is set by controls: 0 for no effect and ±100 for the full control effect; nearly all actives have a fitted effect of over 65% in size
EPAC1 ag = EPAC1 (human) agonism. EPAC1 agonist qHTS, biochemical assay; response scale: 100% = response to 6.5 mM cAMP. Potency, µM (doses to about 154 µM), without a hit: top-dose activation, most hits filed as activators. 360,000 compounds, 0.073% hits; note: potency is the fitted concentration of half-maximal effect; nearly all actives have a fitted effect of over 60% in size
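EPAC1 100 nM, Rap1B–BODIPY-GDP 250 nM, unlabeled GDP 50 uM; compound titration; 5 min RT; kinetic read ex480/em540 at 5-min intervals ×30 min; data normalized to 6.5 mM cAMP agonist control.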
CCT modulator = cytosolic chaperonin activity modulation; purified chaperonin ATPase assay, HTRF ADP detection, 30 min; 360,000 compounds, 0.3% hits; AID 651819; activity change, % (concentration not given with the values), hits read low; in the data active = activity change below about -30%; note: % is set by controls: 0 for no effect and ±100 for the full control effect
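TRiC at 40 or 20 nM final (batch-dependent) in 30 mM Tris pH 7.4, 100 mM KCl, 5 mM MgCl2, 1 mM DTT, with compound at single 76 uM and 10 uM ATP, 30 min at 37 deg C. ADP detected by HTRF Transcreener, 665/615 ratio.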
* hit, by the source's call; ? = inconclusive; / = no result given; [ ] = remark or other dose. Unless noted, calls come from the whole dose curve; as a rule, active = well fitted curve in the direction sought with a large enough effect; inconclusive = small, poorly fitted or top-dose-only effect, or another doubt; inactive = no such curve, though single readings can be large; an effect the other way counts as inactive or inconclusive.

Values run as follows: Mm-Cpn inhibitor | EPAC1 antag | WRN inhibitor | PI5P4Ka inh | EPAC2 antagonist | PLK1 PBD block | EPAC1 ag | CCT modulator
1	COc1ccc(-c2[nH]ncc2[C@@H]2C[C@H]3CN(Cc4ccccc4C)C(=O)[C@]34CCCN24)cc1
 : 0.3% | -16.1% | 1.0% | -3.5 | -13.7%[57.1 µM] | -4.1% | -6.8% | -1.1
2	COc1ccccc1/C=C/c1nc2ccccc2c(=O)o1
 : / | -8.7% | -8.2% | -3.2 | -16.6% | -2.3% | -0.8% | 0.3
3	CC(C)c1ccc(/C=C/C(=O)NCCCN2CCOCC2)cc1
 : -1.4% | -6.9% | -5.2% | 2.5 | 22.8% | 6.3% | 1.1% | 1.3
4	CN(C)S(=O)(=O)c1ccc(C(=O)Nc2cc(=O)n(C)c(=O)n2C)cc1
 : -1.8% | -20.9% | 5.0% | -5.5 | 13.1% | -8.0% | 1.0% | -0.9
5	CC(=O)c1ccc(NC(=O)COc2ccccc2C(=O)Nc2ccc(C)cn2)cc1
 : -1.0% | -6.8% | 2.2% | 1.9 | 4.4% | -13.4% | -12.6% | -2.1
6	Cc1ccc(N2C(=O)C3CCCN3C2=S)cc1Cl (centres undefined)
 : -0.3% | -4.0% | -2.3% | 4.5 | -11.5% | ? | 0.1% | 1.7
7	O=S(=O)(c1cc(Cl)ccc1Br)N1CCOCC1
 : -0.3% | 6.2% | -0.8% | / | -5.6% | 2.5% | 4.2% | 0.9
8	CCOC(=O)c1cc2cc(OCc3ccccc3)ccc2nc1C
 : 1.0% | -8.4% | -3.0% | -1.6 | -10.4% | 0.3% | 2.3% | -0.8
9	O=C(NCc1ccc(F)cc1)c1cc(C2CCCCN2S(=O)(=O)c2ccccc2)on1 (centres undefined)
 : / | -0.2% | 1.4% | 2.2 | 0.4% | -5.9% | 10.1% | -0.5
10	CCc1cc(=O)oc2c(CN3CCCC3)c(O)c(Cl)cc12
 : -10.8% | 3.1% | -4.1% | / | -6.0% | -4.1% | 8.7% | -3.1
11	CNS(=O)(=O)c1ccc(OC)c(-c2nnc3c4ccccc4c(C)nn23)c1
 : 1.2% | 3.6% | -3.1% | 11.4 | 10.0% | -1.0% | 1.8% | -1.5
12	O=C(NCCc1cccc(Cl)c1)c1ccc(OC2CCN(Cc3ccccn3)CC2)cc1
 : -0.6% | -23.5% | -0.6% | -3.1 | 1.9% | -18.1% | 8.7% | -3.3
13	COc1ccccc1-c1nnc(SCC(=O)NC2CCS(=O)(=O)C2)n1N (centres undefined)
 : -2.4% | 1.8% | -9.3% | 5.1 | 3.9% | -2.1% | 10.7% | -0.7
14	CCN(CC(=O)Nc1ccc(NC(C)=O)cc1)CC(=O)Nc1ccccc1C(=O)c1ccccc1
 : -1.6% | -19.4% | -0.3% | 6.0 | -13.0% | -4.5% | 7.4% | -2.3
15	CC(C)Cc1nnc(NC(=O)c2cc([N+](=O)[O-])ccc2N2CCOCC2)s1
 : -1.6% | -15.5% | -19.1% | -3.4 | 0.6% | -5.1% | 6.0% | 1.5
16	COCCn1c(COc2ccc(Cl)cc2)nnc1SCC(N)=O
 : 0.5% | -2.0% | 7.6% | / | 3.8% | -6.1% | 14.4% | 1.3
17	C=CCOc1ccc(/C=C/C(=O)OCC(=O)NCc2cccc(OC)c2)cc1
 : -0.2% | -6.5% | 0.3% | 3.5 | -17.8% | -4.2% | -5.0% | 1.3
18	COc1ccc(CNC(=O)c2c(C)cc(=O)oc2C)cc1OC
 : -2.1% | -5.9% | 2.3% | -5.9 | 4.2% | 2.6% | 2.3% | 0.6
19	Cc1cccc(NC(=O)COc2cccc3c2CCN(C)C3=O)c1C
 : -0.1% | 3.4% | -1.6% | 2.4 | -1.9% | -1.7% | -1.3% | -1.5
20	CCCCN(CC)C(=O)c1n[nH]c(=O)c2ccccc12
 : -2.4% | -12.3% | -13.5% | / | -5.0% | -7.1% | 3.7% | 0.7

New compounds follow.
Values run as follows: Mm-Cpn inhibitor | EPAC1 antag | WRN inhibitor | PI5P4Ka inh | EPAC2 antagonist | PLK1 PBD block | EPAC1 ag | CCT modulator
21	O=C(Nc1ccc(Br)cc1Cl)NC1CC1
 : 0.0% | 4.6% | -16.5% | 4.5 | 1.6% | -5.1% | -4.1% | -1.8
22	COc1ccc(C2CC(c3ccc(Br)cc3)=NN2C(=O)CCC(=O)O)cc1OC (centres undefined)
 : -3.9% | -19.1% | -2.1%[57.1 µM] | -2.8 | 1.1% | -1.2% | 10.9% | -0.7
23	Cc1cccc(OCc2nnc(SCC(=O)N(c3ccccc3)C3CCS(=O)(=O)C3)o2)c1 (centres undefined)
 : -1.4% | 14.7% | 1.7% | 1.6 | 3.0% | 3.2% | 3.3% | 0.8
24	O=C(/C=C/Nc1ccc(Br)cc1F)c1ccccc1
 : -2.5% | 8.9% | -5.4% | 8.2 | -1.6% | -5.7% | 6.9% | 2.6
25	COc1cccc(NC(=O)CN(C)C(=O)c2c(-c3ccccc3)noc2C)c1
 : 1.2% | 9.8% | -35.5% | -5.7 | -3.9% | -4.6% | -0.7% | -1.5
26	Cc1ccc(-c2nn(C)c(=O)c3ccccc23)cc1CNC(=O)NC1CCCCC1
 : 0.5% | 9.3% | -24.1% | 1.5 | 15.1% | -0.1% | 2.8% | -0.8
27	COc1ccc(/C=N/NC(=O)COc2ccc3ccccc3c2)c(C(=O)O)c1OC
 : 3.2% | -6.8% | -1.4% | -18.4 | 6.0% | 26.7µM* | -4.3% | -0.7
28	Cc1c(C(=O)OC2CCC(C)CC2)[nH]c2c1C(=O)CCC2 (centres undefined)
 : 1.4% | -10.8% | -2.3% | -1.2 | 7.7% | -4.3% | -14.4% | -1.3
29	CCCC(C)C(=O)Nc1cc(S(=O)(=O)N2CCCCC2)ccc1N1CCOCC1 (centres undefined)
 : -4.9% | -6.8% | 7.2% | -0.4 | 4.9% | -17.5% | 7.9% | 0.8
30	COc1cccc(Nc2nc(-c3sc(C)nc3C)cs2)c1
 : -0.2% | -1.6% | -2.0% | 0.7 | 8.9% | -8.1% | -1.8% | -2.8
31	CCCc1cc(=O)[nH]c(SCC(=O)Nc2cccc(S(=O)(=O)N3CCCCC3)c2)n1
 : 3.0% | 25.9% | -8.4% | 7.3 | 1.0% | -2.9% | -13.7% | 3.3
32	COc1ccc(C(C(=O)NC2CCCC2)N(C(=O)c2ccco2)c2ccc(OC)c(OC)c2)cc1 (centres undefined)
 : 1.0% | -7.3% | -3.4% | 0.3 | -0.3% | 0.3% | 6.1% | 0.3
33	CCSc1nc2sc3c(c2c2[n+]1CC(CBr)O2)CCCC3 (centres undefined)
 : 0.5% | -13.3% | ? | -15.2 | -1.0% | -8.8% | -1.8% | -3.1
34	O=C(NCC1CCCO1)C(c1cccs1)N(C(=O)c1ccc(-c2ccccc2)[nH]1)C1CCCC1 (centres undefined)
 : -2.9% | -23.8% | -16.2% | 12.5 | -7.2% | -8.2% | 22.0% | -13.7
35	Cc1ccc(NC(=O)CSc2nnnn2-c2ccc3c(c2)OCO3)cc1C
 : 2.2% | -23.3% | -5.8% | -0.2 | -2.0% | 6.1% | 1.2% | -0.7
36	COC(=O)CSc1ccc2c(N)c(C(=O)OC)sc2c1
 : 1.0% | -5.3% | -7.2% | / | -6.7% | -14.3% | 9.8% | -4.8
37	c1ccc(Oc2ccc3ccccc3n2)cc1
 : 0.3% | -2.0% | -7.0% | -1.9 | -21.7% | -1.0% | 7.3% | 1.1
38	CC(C)Sc1nc2ccccc2n2cnnc12
 : -4.6% | -11.0% | -5.0% | -1.3 | -8.9% | -3.4% | -8.3% | -0.4
39	O=C(NCc1ccncc1)c1nc(-c2ccc(C(F)(F)F)cc2)no1
 : -5.4% | 0.0% | 0.1% | -3.3 | -12.5% | -2.2% | -6.8% | 1.1
40	COc1ccc(CCNC(=O)COC(=O)c2cc(S(=O)(=O)NCc3ccccc3)ccc2O)cc1OC
 : 1.0% | 5.5% | -12.2% | 3.8 | 23.7% | -0.8% | 2.9% | -1.6

(further entries)
Values run as follows: Mm-Cpn inhibitor | EPAC1 antag | WRN inhibitor | PI5P4Ka inh | EPAC2 antagonist | PLK1 PBD block | EPAC1 ag | CCT modulator
41	NC(=O)N/N=C/c1coc2ccc3ccccc3c2c1=O
 : -5.8% | -13.6% | -7.7% | -13.9 | 2.1% | -13.4% | 3.5% | -0.5
42	COc1ccc(N2CCN(C(=O)COC(=O)c3ccc(CSC)o3)CC2)cc1
 : -3.4% | 9.3% | 1.5% | -5.1 | 7.5% | -5.5% | -5.0% | -2.7
43	CCCCC1C2C(=O)N(c3ccccc3)C(=O)C2ON1c1ccccc1 (centres undefined)
 : -0.8% | 10.8% | 11.5% | -3.5 | -14.9% | 4.0% | -9.8% | 3.0
44	COc1cc2c(C(=O)NCc3ccccn3)cn(CC(C)C)c(=O)c2cc1OC
 : -2.6% | ? | 2.3% | -0.2 | 1.4% | -12.5% | 0.3% | -3.4
45	COc1ccc(C2c3c(oc4ccccc4c3=O)C(=O)N2CCCN2CCOCC2)cc1 (centres undefined)
 : / | -16.5% | -9.3% | 4.9 | -4.2% | ? | 3.4% | 0.0
46	Cc1ccc(CCNC(=O)c2ccc3nc4ccc(Cl)cc4c(=O)n3c2)cc1
 : 1.8% | -0.9% | -6.0% | -2.4 | -8.5% | -4.1% | 3.7% | -3.9
47	O=C(CN1C(=O)COc2ccccc21)NCCCN1CCCCC1
 : -0.1% | 14.4% | 4.1% | -1.7 | -1.6% | ? | -2.6% | 1.0
48	O=C(N/N=C/c1ccc[nH]1)c1cc(-c2ccc(Cl)cc2)nc2ccccc12
 : -6.8% | -11.7% | -7.5% | 0.1 | -14.8% | -10.4% | 18.5% | -3.3
49	CCC(O)(c1ccccc1)C(CN1CCOCC1)c1ccccc1 (centres undefined)
 : 0.0% | -9.4% | -0.7% | -6.6 | -10.2% | -8.6% | -3.7% | -6.6
50	CCC(=O)N1CCN(c2ccccc2NC(=O)COc2cccc(C)c2)CC1
 : 1.1% | 3.2% | -0.5% | / | 2.7% | -7.1% | 13.2% | -1.7
51	Cc1cccc2cc(C#N)c(SCC(=O)NCc3cccs3)nc12
 : -10.8% | 3.0% | 8.5% | 1.1 | 9.7% | 0.9% | -6.4% | -3.8
52	CCOC(=O)CNC(=O)c1ccc(Cl)s1
 : -0.1% | ? | -4.1%[57.1 µM] | 2.7 | 0.5% | 4.7% | 0.1% | -3.8

PLK1 PBD block, entries above that show a hit
item | structure | Mm-Cpn inhibitor | EPAC1 antag | WRN inhibitor | PI5P4Ka inh | EPAC2 antagonist | PLK1 PBD block | CCT modulator
27 | COc1ccc(/C=N/NC(=O)COc2ccc3ccccc3c2)c(C(=O)O)c1OC | 3.2% | -6.8% | -1.4% | -18.4 | 6.0% | 26.7µM* | -0.7

This is a subset. The share of hits here may be higher or lower than overall.
